APJ antag = APJ receptor antagonism. AID 2521. CHO-K1 APJ beta-arrestin complementation, luminescence. P35414. inhibition, % at 20 µM. hit rate 0.32% among 330,000;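 active means inhibition above about 40% at 20 µM, limit read from the data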;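 further: cells challenged with 10 nM apelin-13 agonist together with compound; plate controls were apelin-13 plus DMSO wells for no effect and DMSO wells lacking apelin-13 for full effect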
UPR CHOP act = apoptotic UPR (CHOP) activation; CHO-CHOP luciferase reporter, luminescence; percent of tunicamycin response over DMSO baseline; activation, % at 10 µM; hit rate 0.34% among 330,000;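 active means at 10 µM dose, activation of 40% or more, normalized to positive control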;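 further: 100% = tunicamycin at 10 µg/mL and 0% = DMSO alone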
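Evaluation: % reporter activation, DMSO baseline versus tunicamycin full activation; System: CHO-CHOP luciferase reporter cell line; Input: 500 cells/well; Incubation: 6 h compound treatment, 37 °C; Measured by: Steady-Glo luciferase luminescence; Dosing: one dose, 10 µM in 0.5% DMSO; Buffer or medium: F12 medium, 10% FBS; Benchmarks: positive tunicamycin 10 µg/mL, negative DMSO alone.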
CXCR6 block = blocks human CXCR6 beta-arrestin recruitment | O00574 | CHO-K1 PathHunter CXCR6 beta-arrestin, luminescence | inhibition, % at 20 µM | hit rate 0.36% among 360,000 | AID 602244; in the data active means inhibition above about 34%, passing the limit was not always enough;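 further: antagonist mode with CXCL16 agonist at 10 nM final; 0% = 10 nM CXCL16 with DMSO and 100% = unstimulated wells without agonist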
Target sequence (O00574 whole entry, looked up): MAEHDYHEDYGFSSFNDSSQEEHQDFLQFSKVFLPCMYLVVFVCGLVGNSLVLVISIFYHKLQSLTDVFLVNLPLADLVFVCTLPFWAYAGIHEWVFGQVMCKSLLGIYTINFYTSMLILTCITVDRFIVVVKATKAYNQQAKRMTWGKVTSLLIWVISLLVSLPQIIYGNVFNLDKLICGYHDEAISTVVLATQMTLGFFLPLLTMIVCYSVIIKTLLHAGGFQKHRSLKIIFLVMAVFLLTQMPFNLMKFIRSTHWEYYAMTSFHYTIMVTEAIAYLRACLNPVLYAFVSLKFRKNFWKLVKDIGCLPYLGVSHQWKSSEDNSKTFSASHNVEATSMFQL
Mdm2-MdmX inh = human Mdm2/MdmX binding inhibition; SaOS-2 split-luciferase Mdm2/MdmX complementation, luminescence; hit rate 3% among 330,000; O15151+Q00987; inhibition, % at 8 µM;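 active means inhibition of at least 50% at 8 µM in the primary screen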
CCR6 antag = blocks CCL20-driven beta-arrestin recruitment at human CCR6 | P51684 | CHO-K1 CCR6 PathHunter beta-arrestin, luminescence, CCL20-stimulated | inhibition, % at 20 µM | hit rate 0.49% among 340,000;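 active means compounds whose inhibition of the agonist-driven luminescence signal at 20 µM reaches about 50%, limit read from the data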;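 further: cells stimulated with CCL20 at 14 nM final; plate controls were DMSO with CCL20 for no effect and DMSO without agonist for full effect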
tim23-1 inh = inhibits growth of tim23-1 mutant yeast. S. cerevisiae tim23-1 growth, BacTiter-Glo luminescence, 24 h. inhibition, % at 20 µM. hit rate 1.3% among 330,000. AID 463212;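 active means growth inhibition of the mutant yeast at or above 50%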;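 further: temperature-sensitive mutant grown at 25 °C; plate controls were DMSO-treated mutant yeast for no effect and medium wells lacking yeast for full effect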
APJ agonist = APJ receptor agonism | P35414 | CHO-K1 APJ PathHunter beta-arrestin, luminescence; 0% DMSO wells, 100% apelin | activation, % at 20 µM | hit rate 0.11% among 330,000;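 active means activation more than six SD over the plate average, tested at 20 µM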;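 further: 0% = DMSO alone and 100% = apelin-13 at 10 nM; some results filed as inactive read as strong as hits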
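Test system: CHO-K1 APJ beta-arrestin complementation cell line. Amount: cell density 1000 per well. Controls: DMSO negative, 10 nM Apelin-13 positive. Signal: luminescent beta-gal fragment complementation, chemiluminescent substrate. Read-out basis: agonist-driven arrestin binding to APJ. Timing: compound stimulation 90 min at 25 °C, detection 60 min.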
EBI2 antag = antagonists of human EBI2 receptor. EBI2 beta-arrestin recruitment, luminescence, 7a,25-OHC stimulated. hit rate 0.81% among 360,000. inhibition, % at 5 µM. AID 651636; in the data active means inhibition above about 38%;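 further: enzyme fragment complementation signal reports receptor beta-arrestin coupling in cells; 0% = agonist plus DMSO wells and 100% = wells without agonist; some results beyond the cut were filed as inactive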
Target sequence (P32249 whole entry, looked up, the tested form may be a part): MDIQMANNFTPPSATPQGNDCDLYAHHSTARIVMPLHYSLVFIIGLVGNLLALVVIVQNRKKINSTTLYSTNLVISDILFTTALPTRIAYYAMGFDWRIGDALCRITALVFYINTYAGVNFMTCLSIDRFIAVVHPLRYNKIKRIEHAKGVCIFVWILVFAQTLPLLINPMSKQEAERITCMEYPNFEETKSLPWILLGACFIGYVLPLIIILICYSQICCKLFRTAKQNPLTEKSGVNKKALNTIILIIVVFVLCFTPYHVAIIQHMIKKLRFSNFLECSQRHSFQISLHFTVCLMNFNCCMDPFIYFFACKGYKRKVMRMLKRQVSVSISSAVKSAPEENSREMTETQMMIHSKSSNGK
UPR XBP1 act = adaptive UPR (XBP1) activation; CHO-XBP1 luciferase reporter, IRE1-XBP1 UPR activation, luminescence; percent of tunicamycin response, DMSO as zero; activation, % at 20 µM; hit rate 0.33% among 330,000; AID 463104;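 active means versus positive control, 20 µM dose yields 30% or more activation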;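 further: 100% = tunicamycin at 10 µg/mL and 0% = DMSO only wells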
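Material: CHO-XBP1 cells stably carrying IRE1-XBP1-driven luciferase reporter / Amount: 1000 cells per well / Compound: 20 µM, 1% DMSO / Times: 6 h treatment, 37 °C / Detection: luciferase luminescence / Measure: % activation of reporter signal versus tunicamycin and DMSO controls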
An asterisk follows results filed as active; . = no result given. Only part of the results is shown; the hit share may differ from the screen's.

The opening 3 entries, ahead of the listing:
Molecule,tim23-1 inh,UPR XBP1 act,Mdm2-MdmX inh,APJ antag,CCR6 antag,CXCR6 block,APJ agonist,EBI2 antag,UPR CHOP act
CCCC(=O)NC(NC(=S)Nc1ccc(N=Nc2ccccc2)cc1)C(Cl)(Cl)Cl (stereo unspecified),-26,2,86*,0,31,23,1,11,30
COC(=O)C1=C(C)Nc2nnnn2C1c1ccc(Cl)cc1Cl (stereo unspecified),10,0,20,0,-18,-4,2,4,-0.9
COc1ccc(C(=O)NC(=S)N2CCC(C)CC2)cc1,3,0,-30,-8,7,-9,0,-6,-0.5

The list itself (from the top)
Molecule,tim23-1 inh,UPR XBP1 act,Mdm2-MdmX inh,APJ antag,CCR6 antag,CXCR6 block,APJ agonist,EBI2 antag,UPR CHOP act
CCCC(=O)NC(NC(=S)Nc1ccc(N=Nc2ccccc2)cc1)C(Cl)(Cl)Cl (stereo unspecified),-26,2,86*,0,31,23,1,11,30
COC(=O)C1=C(C)Nc2nnnn2C1c1ccc(Cl)cc1Cl (stereo unspecified),10,0,20,0,-18,-4,2,4,-0.9
COc1ccc(C(=O)NC(=S)N2CCC(C)CC2)cc1,3,0,-30,-8,7,-9,0,-6,-0.5
O=C(COC(=O)CCc1ccc(S(=O)(=O)N2CCOCC2)cc1)NC1CCCCCC1,-2,1,1,-4,-8,0,-2,-11,0.5
Oc1cccc(/C=N/c2c(-c3ccco3)nc3ccccn23)c1,25,1,-15,-16,17,-4,4,-2,4.0
COc1ccc(CCNc2c3ccccc3nc3ccccc23)cc1OC,-3,0,50*,37,25,8,-1,-6,1.4
COC(=O)C1=C(C)Nc2c(c(=O)n(C)c(=O)n2C)C1c1ccc(C)cc1 (stereo unspecified),-4,7,12,9,8,1,-1,3,2.8
Cc1cc(C(=O)Nc2c(F)cc(F)cc2Br)cs1,10,-5,9,6,0,0,-6,5,0.6
CN1CCN(C2=Nc3c(Cl)cc(Cl)c4cccc2c34)CC1,23,1,18,7,18,4,-3,-6,4.9
CS(=O)(=O)N(CC(=O)NCc1ccccn1)c1ccc2c(c1)OCCO2,1,2,4,15,-6,-1,-3,-4,1.0
CCOc1ccc(S(=O)(=O)NCCC(=O)NC(C)CCc2ccccc2)cc1 (stereo unspecified),19,-2,3,1,5,-11,-1,11,1.3
CCCCNC(=O)COC(=O)c1ccc(F)cc1Cl,7,4,14,3,14,-1,-1,1,0.5
O=C(NCC1COc2ccccc2O1)C1C2C=CC3(CN(Cc4cccs4)C(=O)C13)O2 (stereo unspecified),6,-3,9,-2,-5,1,-4,-16,-2.5
COc1cccc(NC(=O)Cn2c(CCC(=O)O)ccc2-c2ccccc2)c1,3,-1,-9,16,11,-2,-3,-8,-0.3
COC(=O)c1cc2c(ccn2-c2ccc(F)cc2)n1Cc1ccc(C#N)cc1,7,-3,21,-11,14,12,-3,41,0.0
COc1ccc(C(=O)C2CCN(CC(=O)NCc3ccccc3)CC2)cc1,6,-6,-6,-3,11,-9,0,7,2.1
CCC(C)[C@H]1CNC(=S)N1CCc1cccc2ccccc12 (stereo partly specified),36,-3,-8,22,16,10,1,46*,1.1
CCCCn1nc(NC(=O)COC)c2cc3cc(OC)ccc3nc21,-20,2,40,10,-2,6,0,-5,2.3
Cc1cccc(-c2csc(N)c2C(=O)OC(C)C)c1,-5,3,-8,11,13,-4,13,4,0.5
CC1Cc2cc(/C(O)=C3\C(=O)C(=O)N(CCN(C)C)C3c3ccccc3F)ccc2O1 (stereo unspecified),-1,3,-9,-1,1,4,-1,2,1.5
O=C(NCCN1CCOCC1)C1CC(=O)N(c2cccc(C(F)(F)F)c2)C1 (stereo unspecified),-10,1,16,23,-3,-2,-1,6,-0.4
CC(Oc1ccc(Cl)cc1)c1ccc(C#N)c(=O)[nH]1 (stereo unspecified),5,0,9,5,13,4,0,10,1.6
COc1ccccc1/C=C/CN1CCCC(CO)(Cc2cccc(Cl)c2)C1 (stereo unspecified),-136,-1,29,9,3,1,-2,3,-2.5
Cc1ccc(-c2cc(C(F)F)nc(N3CCOCC3)n2)cc1,-12,-2,19,4,4,-6,-4,0,-0.6
O=C(CN1CCN(C(=O)c2ccccc2)CC1)Nc1ccc(Br)cn1,-8,-4,9,6,-3,-8,-1,-2,-1.3
COCCCN(CC(=O)NCc1ccccc1)S(=O)(=O)c1ccc(C)cc1,3,1,7,7,0,6,-4,-3,-0.6
Cc1cccn2cc(CSc3nnc(Nc4ccc(C(C)C)cc4)s3)nc12,16,2,22,10,2,7,-2,15,0.3
CC(=O)c1cc2c(cc1NC(=O)CCc1c(C)nc3ncnn3c1C)OCO2,12,2,-7,1,-5,-5,0,8,2.6
COc1cc(Cc2nc3ccc(S(=O)(=O)N4CCOCC4)cc3[nH]2)cc(OC)c1OC,-1,-4,21,12,-2,6,-2,-9,5.3
CC(=O)Nc1ccccc1-c1nnc(SCc2ccccc2Cl)[nH]c1=O,8,0,18,-3,-6,0,-4,-9,-1.8

3 compounds out of the list above, sorted by their value in Mdm2-MdmX inh, largest number first.
Molecule | Mdm2-MdmX inh
Cc1ccc(-c2cc(C(F)F)nc(N3CCOCC3)n2)cc1 | 19
CC(=O)Nc1ccccc1-c1nnc(SCc2ccccc2Cl)[nH]c1=O | 18
COc1ccc(C(=O)C2CCN(CC(=O)NCc3ccccc3)CC2)cc1 | -6

Further structures follow:
Molecule,tim23-1 inh,UPR XBP1 act,Mdm2-MdmX inh,APJ antag,CCR6 antag,CXCR6 block,APJ agonist,EBI2 antag,UPR CHOP act
O=C(CSc1nnc(-c2cccnc2)s1)Nc1ccnc2ccccc12,6,0,38,10,5,-29,2,-11,4.4
COc1cccc(C2(C)NC(=O)N(CC(=O)Nc3ccc(N4CCOCC4)cc3)C2=O)c1 (stereo unspecified),-1,-3,7,1,12,-3,-2,1,-1.1
O=C(O)CCCSc1nccn1-c1ccccc1,2,-1,-12,15,-7,-5,0,-6,-0.4
Cc1cc(Nc2ccccc2)n(C(=O)c2ccccc2)n1,29,3,-24,10,9,3,-2,5,6.1
Cc1cc(C(=O)COC(=O)c2cc(Cl)ccc2N)c(C)n1Cc1ccco1,-4,-2,-93,-11,10,4,-2,10,3.5
CC1(C)C2([N+](=O)[O-])CN3CC1([N+](=O)[O-])CN(C2)C3c1ccccc1 (stereo unspecified),-15,-1,-9,-1,-24,9,-4,1,-0.8
Cc1cc2cc(CNC(=O)c3cc4ccccc4o3)ccc2n1C,7,-2,-5,-4,.,.,-2,.,-0.5
Cc1ccc(C)c(NC(=S)Nc2cccc3cnccc23)c1,14,0,36,-72,-2,-27,0,0,-2.5
CC1CCCN(Cc2c(O)ccc3c4c(c(=O)oc23)CCCC4)C1 (stereo unspecified),-9,4,-13,-7,13,7,0,1,0.9
COc1ccc(C(C)(C)C)cc1NC(=O)Cn1cnnn1,11,1,8,7,6,19,-2,-4,-0.4
Cc1ccc(C(O)Cn2cc([N+](=O)[O-])nc2C)cc1 (stereo unspecified),10,-2,2,16,5,5,-4,-10,1.9
Cc1ccc(N2CCN(C(=O)c3cccs3)CC2)c(C)c1,20,-5,22,7,-2,-6,-2,-24,-0.9
COc1cc(-c2nnc3sc(C4CCCCC4)nn23)cc(OC)c1OC,13,3,57*,2,4,-2,-2,5,2.7
CN1CCN(S(=O)(=O)c2ccc(NC(=O)Nc3cccc(Cl)c3)cc2)CC1,-2,-2,28,-1,-24,-7,0,-3,-1.5
COc1cc(SC)ccc1C(=O)Nc1ccc(C)cc1,14,2,-204,11,18,-2,-2,11,5.2
Nc1nonc1C(=O)NCCN=Cc1cc(Cc2ccccc2)cc(Br)c1O,-56,0,22,16,7,19,-2,-3,0.4
CC(C)c1ccc(NC2CCCN(C(=O)c3cccnc3)C2)cc1 (stereo unspecified),12,-5,7,-1,-2,-6,-3,11,-0.7
CCOc1cc(-c2nc(C)c(C(C)=O)n2O)ccc1OCC(=O)Nc1ccccc1,14,-3,16,-15,2,-7,-1,1,0.3
Cc1[nH]nc(-c2ccc(O)c(C)c2O)c1-c1cnn(-c2ccccc2)c1,18,8,30,5,-2,-6,-1,19,2.0
CN(C)CCCNC(=S)N1CCn2c(nc3ccccc32)C1,-5,-1,-35,-24,-4,7,.,-16,-0.8
O=C(NCc1ccc2c(c1)OCO2)C(=O)NCC1OCCN1S(=O)(=O)c1ccccc1 (stereo unspecified),10,-6,-1,-51,-2,3,-1,1,2.9
CCCCOc1ccc(/C=C/C(=O)OCC(=O)N2CC(=O)Nc3ccccc32)cc1OCC,10,3,12,2,24,-4,0,9,-0.5
CC(C)C(C(=O)Nc1ccc(S(=O)(=O)N2CCOCC2)cc1)N1C(=O)c2ccccc2C1=O (stereo unspecified),26,0,-9,5,-11,-10,-2,-10,-2.8
Cc1cccc(NC(=O)CSc2nnnn2-c2ccc3c(c2)OCCO3)n1,-15,0,-5,4,8,8,1,7,-1.0
COc1nc(N(c2ccccc2)c2ccccc2)nc(-n2ccnc2)n1,-7,2,-25,11,-15,0,-3,12,-0.6
Cc1ccc(-n2c(SCC(=O)NCCN3C(=O)CSC3=O)nnc2-c2cccc(C)c2)cc1,21,-3,-19,18,28,10,-3,11,1.1
COc1cc(NC(=O)Cc2c(C(=O)O)[nH]c3ccccc23)cc(OC)c1OC,8,-2,-5,8,-1,2,-2,-2,-1.1

Part of the list above in order of formula weight, high to low.
Molecule,tim23-1 inh,UPR XBP1 act,Mdm2-MdmX inh,APJ antag,CCR6 antag,CXCR6 block,APJ agonist,EBI2 antag,UPR CHOP act
O=C(NCc1ccc2c(c1)OCO2)C(=O)NCC1OCCN1S(=O)(=O)c1ccccc1 (stereo unspecified),10,-6,-1,-51,-2,3,-1,1,2.9
O=C(CSc1nnc(-c2cccnc2)s1)Nc1ccnc2ccccc12,6,0,38,10,5,-29,2,-11,4.4
COc1cc(-c2nnc3sc(C4CCCCC4)nn23)cc(OC)c1OC,13,3,57*,2,4,-2,-2,5,2.7
CN(C)CCCNC(=S)N1CCn2c(nc3ccccc32)C1,-5,-1,-35,-24,-4,7,.,-16,-0.8

Source: PubChem BioAssay (Sanford-Burnham Center for Chemical Genomics)
